From PubChem
IL-1B inflam inh – inflammasome signaling inhibition, IL-1 beta readout; THP-1 LPS/ATP IL-1B secretion, AlphaLISA, 16 h; hits give low values; activity change, % at 57.5 µM; hit rate 4.7% among 360,000; in the data active = activity change below about -50%; inconclusive = mostly about -30% to -49%; also: % is scaled to controls: 0 for no effect and ±100 for the full control effect
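THP-1 cells pretreated 1 hr with compounds (up to 57.5 uM final), then stimulated with LPS (250 ng/mL final) plus ATP (1.25 mM final); secreted IL-1B measured by AlphaLISA after 16 hr, decreased signal indicating inhibition.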
HT1080-NT tox – kills 2HG-producing HT-1080-NT fibrosarcoma cells | HT-1080-NT fibrosarcoma viability, CellTiter-Glo ATP luminescence, 48 h | Potency, µM (top dose mostly 46.1 µM), for the others: at the top dose activity, negative = less viability, actives largely listed as cytotoxic | hit rate 1.6% among 360,000 | AID 686970;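 also: NT is the 2HG producing partner of a matched IDH1 knockdown line; potency is read from the fitted curve at half-maximal effect; 0% = DMSO-treated cells and -100% = media-only wells without cells; nearly all actives have a fitted effect of over 55% in size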
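HT-1080-NT; 750 cells/well; 5% FBS RPMI; 48 h compound, 37 degrees C; CellTiter-Glo luminescence; curve fitting and curve-class assignment.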
MCF10A rereplic – induces DNA re-replication in MCF 10a normal breast cells. MCF 10A DNA re-replication, Hoechst nuclear intensity, 48 h. Potency, µM (titrated, usually from 46.1 µM), inactives show at the highest dose activity, positive = re-replication, actives largely listed as activators. hit rate 2.9% among 350,000. AID 624296; also: potency is read from the fitted curve at half-maximal effect; % of control where 0% means no effect; nearly all actives have a fitted effect of over 50% in size
SW480 rereplic – induces DNA re-replication in SW480 colon adenocarcinoma cells; SW480 DNA re-replication, Hoechst DNA content imaging, 48 h; Potency, µM (series often up to 46.1 µM), for inactives: at the highest dose re-replication activation, most hits filed as activators; hit rate 1.8% among 340,000; AID 624297; also: potency is read from the fitted curve at half-maximal effect; % of control where 0% means no effect; nearly all actives have a fitted effect of over 55% in size
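Per well, 250 cells were exposed to pinned compound for 48 hr. Nuclear DNA was visualised with Hoechst (40 min, 37 C) and total object intensity recorded by fluorescence scanning.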
ATXN2 expr inh – ATXN2 expression inhibition; HEK-293 ATXN2-luciferase reporter, luminescence, 24 h; Potency, µM (highest dose often 57 µM), inactives show at the top dose activity change, negative = inhibition, actives largely listed as inhibitors; hit rate 0.72% among 360,000; also: potency is read from the fitted curve at half-maximal effect; % is scaled to controls: 0 for no effect and ±100 for the full control effect; nearly all actives have a fitted effect of over 55% in size
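qHTS (up to 57 uM final) was run with 24 h compound exposure of reporter cells at 37 °C. Each well was multiplexed: SteadyGlo luminescence measured ATXN2-luciferase expression after a fluorogenic Gly-Phe-AFC viability readout (25 uM final).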
HT1080 IDH1KD tx – toxicity to HT-1080 IDH1 knockdown cells (counter line). hit rate 2% among 360,000. HT-1080 IDH1 knockdown viability, ATP luminescence, 48 h. Potency, µM (series often up to 46.1 µM), for inactives: at the top dose activity, negative = toxicity, most hits filed as cytotoxic;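 also: potency is read from the fitted curve at half-maximal effect; 0% = DMSO wells and -100% = cell-free medium wells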
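HT-1080-IDH1KD cells (IDH1 knocked down), 750/well in RPMI with 5% FBS, treated with compound 48 h at 37 degrees C. Viability by CellTiter-Glo luminescence, normalised to DMSO and no-cell wells; concentration-response curves classed.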
ATXN viability – viability counter-screen for ATXN expression inhibitors; S2 cells (HEK-293 line with an ATXN2-luciferase reporter) viability, CellTiter-Fluor protease fluorescence, 24 h; Potency, µM (top dose mostly 56.7 µM), actives largely listed as cytotoxic; hit rate 0.49% among 400,000; AID 651635; also: potency is read from the fitted curve at half-maximal effect; nearly all actives have a fitted effect of over 40% in size
KB-3-1 cytotox – KB-3-1 parental cell cytotoxicity | KB-3-1 viability, CellTiter-Glo ATP luminescence, 72 h | Potency, µM (series often up to 46.1 µM), for inactives: at the highest dose activity change, negative = cytotoxic, most hits filed as cytotoxic | hit rate 1.4% among 400,000 | AID 1347075; also: potency is read from the fitted curve at half-maximal effect; % is scaled to controls: 0 for no effect and ±100 for the full control effect; nearly all actives have a fitted effect of over 60% in size
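Luminescent ATP read-out (CellTiter-Glo) measures survival of drug-naive KB-3-1 cells after 72 h compound exposure at 37 °C. Titration series was screened from lowest to highest concentration, with DMSO vehicle plates as background controls.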
KB-V1 cytotox – KB-V1 MDR subline cytotoxicity; Potency, µM (titrated, usually from 46.1 µM), without a hit: top-dose activity change, negative = cytotoxicity, actives largely listed as cytotoxic; KB-V1 MDR cells viability, CellTiter-Glo, 72 h; hit rate 3.4% among 400,000; also: potency is read from the fitted curve at half-maximal effect; % is scaled to controls: 0 for no effect and ±100 for the full control effect; nearly all actives have a fitted effect of over 60% in size
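Cells of the MDR subline KB-V1 are plated, dosed with compound at multiple concentrations, and incubated 72 h at 37 degrees C; CellTiter-Glo is then added and luminescence read after 10 min.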
* hit, by the source's call; i = inactive; ? = inconclusive; . = no result given; & = joins results of further samples; [ ] = another dose, or the depositor's remark. Unless noted, calls follow the shape of the dose curve; as a rule, active = well fitted curve in the direction sought with a large enough effect; inconclusive = small, poorly fitted or top-dose-only effect, or another doubt; inactive = no such curve, though single readings can be large; an effect the other way counts as inactive or inconclusive.

Letter code: A = IL-1B inflam inh; B = HT1080-NT tox; C = MCF10A rereplic; D = SW480 rereplic; E = ATXN2 expr inh; F = HT1080 IDH1KD tx; G = ATXN viability; H = KB-3-1 cytotox; I = KB-V1 cytotox
> COc1ccc2oc(-c3ccc(C)c(NC(=O)Cc4ccc(Cl)cc4)c3)nc2c1
  A: . | B: . | C: . | D: . | E: 0% | F: . | G: i | H: -8% | I: -7%
> CC(N=C1NC(C)(C)Cc2ccccc21)C(=O)O (stereo not drawn)
  A: 49 | B: 14% | C: -1% | D: -8% | E: -19% | F: 12% | G: i | H: 20% | I: ?
> O=Cc1c(NCCN2CCOCC2)c2ccccc2[nH]c1=O
  A: 15 | B: 9% | C: 1% | D: 0% | E: 19% | F: 2% | G: i | H: 2% | I: 0%
> Cc1ccc(NC(=O)CCC(=O)NNS(=O)(=O)c2ccc(Cl)cc2)cc1C
  A: i | B: -8% | C: 5% | D: -22% | E: 2% | F: -12% | G: i | H: 18% | I: 3%
> CCn1c(-c2ccc(C)cc2)nn(CC(=O)NCCc2ccccc2)c1=S
  A: -12 | B: -14% | C: ? | D: 6% | E: ? | F: -22% | G: i | H: ? | I: ?
> O=C1Nc2cccnc2N(C(=O)CCl)c2ccccc21
  A: -96* | B: ? | C: 15µM* | D: 15µM* | E: ? | F: 16µM* | G: 20µM* | H: 21µM* | I: 16µM*
> COc1ccc(NC(=O)c2nc3nccc(C)n3n2)cn1
  A: -5 | B: 7% | C: -4% | D: ? | E: 22% | F: 10% | G: i | H: -14% | I: ?
> Cc1ccc(NC(=O)Nc2cnccn2)cc1C
  A: 29 | B: -4% | C: 4% | D: ? | E: 38% | F: -14% | G: i | H: -2% | I: ?
> CC(C)N(CCNC(=O)c1cn(C)c2ccc(S(=O)(=O)N(C)C)cc2c1=O)Cc1ccccc1
  A: 3 | B: 0% | C: -4% | D: -2% | E: 3% | F: -8% | G: i | H: ? | I: 80%
> O=C(NCCCCc1ccccc1)c1ccc(Br)cc1
  A: -9 | B: 7% | C: 5% | D: -2% | E: . | F: 0% | G: i | H: -5% | I: 2%
> CCC(CCC(=O)Nc1cccc(C(=O)O)c1)C(=O)O (stereo not drawn)
  A: 4 | B: 11% | C: -3% | D: -4% | E: 2% | F: 15% | G: i | H: -4% | I: 4%
> C=CCNC(=O)c1nn2cccnc2c1Cl
  A: -11 | B: 10% | C: 1% | D: -1% | E: -4% | F: 10% | G: i | H: 14% | I: ?
> O=C(O)c1nn(CC(=O)N2CCN(c3ccccc3)CC2)c(=O)c2ccccc12
  A: 36 | B: 1% | C: 2% | D: -2% | E: 1% | F: -1% | G: i | H: 1% | I: ?
> COc1cc(-c2nnc(COc3ccc4ccccc4c3)o2)cc(OC)c1OC
  A: -19 | B: -16% | C: ? | D: -2% | E: -4% | F: -3% | G: i | H: 4% | I: 23µM*
> CC(C)CCN(Cc1ccco1)C(=O)c1cc2c(Cl)nc3ccccc3c2s1
  A: . | B: . | C: . | D: . | E: 5% | F: . | G: ? | H: 3% | I: ?

Next section; the last two above are carried over.
Letter code: A = IL-1B inflam inh; B = HT1080-NT tox; C = MCF10A rereplic; D = SW480 rereplic; E = ATXN2 expr inh; F = HT1080 IDH1KD tx; G = ATXN viability; H = KB-3-1 cytotox; I = KB-V1 cytotox
> COc1cc(-c2nnc(COc3ccc4ccccc4c3)o2)cc(OC)c1OC
  A: -19 | B: -16% | C: ? | D: -2% | E: -4% | F: -3% | G: i | H: 4% | I: 23µM*
> CC(C)CCN(Cc1ccco1)C(=O)c1cc2c(Cl)nc3ccccc3c2s1
  A: . | B: . | C: . | D: . | E: 5% | F: . | G: ? | H: 3% | I: ?
> O=C(Nc1cccnc1)c1ccccc1NS(=O)(=O)c1ccc(F)cc1
  A: 19 | B: -7% | C: 8% | D: -5% | E: ? | F: -7% | G: i | H: ? | I: 21µM*
> CSc1nc(N)nc2c1ncn2CC(=O)NCC(c1ccccc1)c1ccccc1
  A: 25 | B: -2% | C: -2% | D: ? | E: -24% | F: -4% | G: i | H: ? | I: 0%
> CC(=O)OCCNC(=O)c1cc2ccccc2oc1=O
  A: -3 | B: 16% | C: -8% | D: 3% | E: 3% | F: 15% | G: ? | H: 9% | I: ?
> C/C(=N\OC(=O)NC1CCCCC1)c1sc(-c2ccccc2)nc1C
  A: ? | B: -26% | C: ? | D: -10% | E: . | F: -25% | G: . | H: ? | I: ?
> COc1ccc(C(NC(C)=O)c2cc(Cl)c3cccnc3c2O)cc1OC (stereo not drawn)
  A: 116 | B: -15% | C: ? | D: 1.6µM* | E: ? | F: -22% | G: ? | H: ? | I: -31%&-13%
> CCOc1cccc2sc(NC(=O)CCS(=O)(=O)c3ccccc3)nc12
  A: i | B: -4% | C: 21µM* | D: 21µM* | E: -9% | F: ? | G: i | H: ? | I: ?
> Cc1ccc(C)c(N2CCN(C(=O)CCS(=O)(=O)c3cc(Br)cc4c3N(C(=O)C3CC3)CC4)CC2)c1
  A: . | B: . | C: . | D: . | E: 3% | F: . | G: ? | H: -23% | I: -13%
> COCC1CCN(Cc2nc(-c3ccc4c(c3)OCO4)no2)C1 (stereo not drawn)
  A: 8 | B: 8% | C: 11% | D: -21% | E: 17% | F: 23% | G: ? | H: 5% | I: 3%
> CC(C)c1cc(Cn2c3ccccc3c(=O)n2C(C)C)on1
  A: 33 | B: 22% | C: . | D: . | E: -8% | F: 8% | G: i | H: 0% | I: ?
> Cc1csc(=Nc2ccccc2)n1Cc1ccco1
  A: -22 | B: 7% | C: 3% | D: ? | E: . | F: 6% | G: i | H: 3% | I: -1%
> C=CCn1c(SCC(=O)NCc2ccco2)nnc1-c1ccc2ccccc2n1
  A: 0 | B: -5% | C: 7% | D: -2% | E: 5% | F: -11% | G: i | H: -27% | I: 7.3µM*
> Cc1cc(Cl)ccc1OCc1nc(-c2ccc(-n3cccc3)cc2)no1
  A: . | B: . | C: . | D: . | E: 6% | F: . | G: i | H: 27% | I: 29%
> O=C(NC(Cc1c[nH]c2ccccc12)C(=O)Nc1ccc(F)cc1)c1cccs1 (stereo not drawn)
  A: ? | B: -6% | C: 13% | D: -12% | E: 11% | F: -20% | G: i | H: -15% | I: ?
> COc1ccccc1CO/N=C/c1cccn1-c1nccc(N(C)C)c1C#N
  A: 1 | B: 19% | C: 1% | D: -2% | E: -8% | F: 17% | G: i | H: -3% | I: 4%
> C[C@H](CO)N1C[C@H](C)[C@@H](CN(C)CC2CCOCC2)Oc2cc(C#Cc3ccccc3F)ccc2S1(=O)=O
  A: -19 | B: -19% | C: . | D: . | E: ? | F: -20% | G: i | H: 1% | I: ?

The listing continues.
Letter code: A = IL-1B inflam inh; B = HT1080-NT tox; C = MCF10A rereplic; D = SW480 rereplic; E = ATXN2 expr inh; F = HT1080 IDH1KD tx; G = ATXN viability; H = KB-3-1 cytotox; I = KB-V1 cytotox
> O=C(Nc1cccc(F)c1)C1CCCN1C(=O)OCc1ccccc1 (stereo not drawn)
  A: 15 | B: 11% | C: 2% | D: -5% | E: 16% | F: 0% | G: i | H: -2% | I: -1%
> CC(=O)[C@H]1[C@H](CCc2ccccc2)NC(=O)N(Cc2ccccc2)[C@@H]1C
  A: -11 | B: 3% | C: ? | D: 21% | E: 0% | F: 4% | G: i | H: 0% | I: 11%
> CSc1ncc(C(=O)Nc2cc(C)ccc2C)c(C)n1
  A: 34 | B: 13% | C: -2% | D: -5% | E: 19% | F: 13% | G: i | H: 11% | I: -19%
> CC(C)Cc1ccc(CN2C(C(C)C)C(=O)N(Cc3cn(CCC4OCCO4)nn3)CCS2(=O)=O)cc1 (stereo not drawn)
  A: -56* | B: -22% | C: . | D: . | E: ? | F: -27% | G: ? | H: 0% | I: -10%
> CS(=O)(=O)N1CCN(c2ccc([N+](=O)[O-])cc2C(F)(F)F)CC1
  A: -13 | B: 0% | C: ? | D: ? | E: 0% | F: -13% | G: i | H: -15% | I: -3%
> CCCN(CC(=O)Nc1ccccc1C)C(=O)c1ccc(-c2ccccc2)cc1
  A: ? | B: 0% | C: 0% | D: 7% | E: -6% | F: 6% | G: ? | H: 6% | I: 0%
> Cc1noc(C)c1S(=O)(=O)NCCN1CCN(c2ccccc2)CC1
  A: -17 | B: 6% | C: 1% | D: -5%[9.22 µM] | E: -10% | F: 4% | G: i | H: 21% | I: -17%
> CC(=O)Oc1ccc(-c2cccc(C(=O)OCC(=O)N(C)c3ccccc3)c2)cc1
  A: 0 | B: 3% | C: -26% | D: 4% | E: 5% | F: 11% | G: i | H: 3% | I: ?
> CCOc1ccc(S(=O)(=O)N2CCC(C(=O)NCCc3ccccc3)CC2)cc1
  A: 0 | B: -12% | C: 19% | D: -41% | E: -24% | F: -3% | G: i | H: ? | I: -11%
> Cn1c(SCC(=O)Nc2sccc2C#N)nnc1C1CC1
  A: 19 | B: -1% | C: 0% | D: -11% | E: 1% | F: 21% | G: i | H: 0% | I: 16%
> O=C1C2C3C=CC(C3)C2C(=O)N1c1ccc2c(c1)CCC2 (stereo not drawn)
  A: 13 | B: 1% | C: -4% | D: -6% | E: 6% | F: 1% | G: i | H: -1% | I: 18µM*
> Cc1cc(C)nc(-n2nc(C)c3c2N(C)C(=O)CC3c2ccc(Cl)cc2)n1 (stereo not drawn)
  A: . | B: . | C: . | D: . | E: 3% | F: . | G: i | H: 1% | I: 1%
> COc1ccc(C)cc1S(=O)(=O)Nc1cccc(SC)c1
  A: 43 | B: -14% | C: -3% | D: -1% | E: -7% | F: -4% | G: i | H: -2% | I: -3%
> COc1ccc(-c2csc(NC(=S)NC(=O)/C=C/c3ccco3)n2)cc1OC
  A: -13 | B: 12µM* | C: 6.5µM* | D: 9.2µM* | E: -32% | F: 18µM* | G: ? | H: 7.3µM* | I: 6.5µM*

IL-1B inflam inh: entries above that show a hit.
molecule,IL-1B inflam inh,SW480 rereplic
O=C1Nc2cccnc2N(C(=O)CCl)c2ccccc21,-96*,15µM*
CC(C)Cc1ccc(CN2C(C(C)C)C(=O)N(Cc3cn(CCC4OCCO4)nn3)CCS2(=O)=O)cc1 (stereo not drawn),-56*,.
